Screens (PubChem)
KinaseGlo FLuc: Counterscreen for Luciferase (Kinase-Glo TM) Inhibition; Kinase-Glo luciferase, ATP luminescence, 8 min; 200,000 tested, 0.28% active; AID 1379, 2008; Luciferin 4-monooxygenase (Photuris pensylvanica), Q27757; Potency, µM (top dose mostly 38.3 µM), for the others: top-dose activity change, negative = inhibition, actives largely listed as inhibitors; also: % is scaled to controls: 0 for no effect and ±100 for the full control effect; nearly all actives have a fitted effect of over 60% in size
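Substrate mix (final 50 mM imidazole pH 7.2, 50 mM KCl, 7 mM MgCl2, 10 uM ATP, 0.01% Tween 20, 0.05% BSA) plus pin-tool compound, then Kinase-Glo detection mix; 8 min ambient, luminescence read.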
NPSR antag: qHTS Assay for Antagonists of the Neuropeptide S Receptor: cAMP Signal Transduction; Potency, µM (series often up to 38.3 µM), without a hit: top-dose activity change, negative = inhibition, most hits filed as inhibitors; 220,000 tested, 1% active; Q6W5P4; CHO-NPSR cells, cAMP TR-FRET, antagonist mode; also: % is scaled to controls: 0 for no effect and ±100 for the full control effect; nearly all actives have a fitted effect of over 50% in size; many of its hits are not listed in these tables
Epigenetic derep: Quantitative High-Throughput Screen for Regulators of Epigenetic Control; Potency, µM (series often up to 53.9 µM), for inactives: at the top dose GFP activation, actives largely listed as activators; 280,000 tested, 0.2% active; murine LDR cells, GFP reporter derepression, 30 h; also: % of control where 0% means no effect; nearly all actives have a fitted effect of over 60% in size
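In this reporter-derepression format, murine cells bearing a silenced integrated CMV-GFP locus incubate with test compound (30 h, 37 C), then are washed and imaged; fluorescent objects of 20–120 um count as induced cells.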
SMN2 splice up: qHTS Assay for Enhancers of SMN2 Splice Variant Expression; 210,000 tested, 2.8% active; Potency, µM (series often up to 46.1 µM), inactives show at the top dose activity change, positive = activation, usual class: activators; HEK293 SMN2-luciferase splicing reporter, luminescence, 30-36 h; also: % of control where 0% means no effect; nearly all actives have a fitted effect of over 55% in size
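HEK293 cells carry an SMN2 […]–luciferase reporter in which exon 7 inclusion puts luciferase in frame. Cells were plated 10-12 h before compound addition, then incubated 30-36 h at 37C. ONE-Glo luminescence was read; sodium butyrate at 4.5 mM final served as control.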
KDM4E inh: qHTS Assay for Inhibitors of Human Jumonji Domain Containing 2E (JMJD2E) | Lysine-specific demethylase 4E (Homo sapiens), B2RXH2 | JMJD2E catalytic domain, FDH-coupled NADH fluorescence (FDH is formaldehyde dehydrogenase) | Potency, µM (highest dose often 57.1 µM), inactives show at the top dose activity change, negative = inhibition, most hits filed as inhibitors | 230,000 tested, 1.6% active | AID 2147, 2009; active = well fitted inhibition curve with a large enough effect, not every such curve was filed as active; inconclusive = small, poorly fitted or top-dose-only effect, or another doubt; inactive = no such curve, though single readings can be large or run the other way;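 also: 0% = wells with enzyme and -100% = buffer wells without enzyme; nearly all actives have a fitted effect of over 50% in size; many of its hits are not listed in these tables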
Target sequence (B2RXH2 1-337 limits assumed): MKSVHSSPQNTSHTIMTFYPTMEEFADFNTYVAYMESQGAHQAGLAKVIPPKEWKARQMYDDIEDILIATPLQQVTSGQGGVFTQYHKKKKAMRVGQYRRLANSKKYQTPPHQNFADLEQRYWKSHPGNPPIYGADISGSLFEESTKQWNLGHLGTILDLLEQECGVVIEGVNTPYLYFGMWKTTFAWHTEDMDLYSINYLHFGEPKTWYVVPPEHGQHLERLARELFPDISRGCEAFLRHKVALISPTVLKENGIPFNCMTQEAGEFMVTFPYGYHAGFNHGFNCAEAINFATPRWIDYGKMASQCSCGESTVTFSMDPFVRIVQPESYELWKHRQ
GoLoco inh red: qHTS Assay for Inhibitors of RGS12 GoLoco Motif Activity (Red Fluorophore) | Guanine nucleotide-binding protein G(i) subunit alpha-1 (Homo sapiens), P63096 | Gai1:RGS12 GoLoco peptide FP, rhodamine, 10 min | Potency, µM (titrated, usually from 61.6 µM), for inactives: at the top dose activity, negative = inhibition, actives largely listed as inhibitors | 230,000 tested, 0.44% active | AID 880, 2007; active = well fitted inhibition curve with a large enough effect, not every such curve was filed as active; inactive = no such curve, though single readings can be large or run the other way; also: % is scaled to controls: 0 for no effect and ±100 for the full control effect; nearly all actives have a fitted effect of over 30% in size; many of its hits are not listed in these tables
Target sequence (P63096 whole entry, looked up): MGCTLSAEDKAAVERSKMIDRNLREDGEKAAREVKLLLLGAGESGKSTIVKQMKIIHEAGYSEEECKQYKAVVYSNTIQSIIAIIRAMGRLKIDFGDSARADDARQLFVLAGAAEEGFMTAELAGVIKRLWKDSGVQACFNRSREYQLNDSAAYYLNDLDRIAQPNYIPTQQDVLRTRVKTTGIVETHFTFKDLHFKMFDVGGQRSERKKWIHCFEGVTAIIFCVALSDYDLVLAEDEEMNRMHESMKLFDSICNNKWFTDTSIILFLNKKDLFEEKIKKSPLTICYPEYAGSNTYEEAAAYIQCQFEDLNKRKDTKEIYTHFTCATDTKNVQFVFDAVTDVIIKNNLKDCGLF
RECQ1 inh: qHTS Assay for Inhibitors of RecQ-Like Dna Helicase 1 (RECQ1); 240,000 tested, 0.54% active; AID 2549, 2010; RECQ1 DNA unwinding, red fluorescence kinetic read; ATP-dependent DNA helicase Q1 (Homo sapiens), P46063; Potency, µM (top dose mostly 57.3 µM), for inactives: at the top dose activity, negative = inhibition, usual class: inhibitors;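 also: plate controls were vehicle for no effect and no enzyme for full effect; nearly all actives have a fitted effect of over 30% in size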
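RECQ1T1 50 nM; forked duplex (20 bp + 30-nt ss tails) 200 nM, ATP 2 mM final; pH 8.0, 2 mM MgCl2, 2.5 ug/ml poly(dI-dC); 15 min compound preincubation; discontinuous kinetic read over 2 h at RT.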
IMPase Li cell: qHTS Assay for Identifying the Cell-Membrane Permeable IMPase Inhibitors: Potentiation with Lithium | 210,000 tested, 0.35% active | CHO-M1 cells, IP1 TR-FRET (IP-One), carbachol + lithium | Potency, µM (series often up to 59.4 µM), without a hit: top-dose activity, negative = IMPase inhibition, hits mostly inhibitors | AID 1457, 2008;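 also: IP1 builds up when IMPase is blocked and the TR-FRET signal falls; plate controls were basal vehicle for no effect and high inhibitor control for full effect; nearly all actives have a fitted effect of over 50% in size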
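CHO-M1, 2000 cells/well, 16–30 h culture; cpd + low Li+, 30 min 37C; lysis with d2-IP1/Eu-anti-IP1 Ab, 10 min RT; TR-FRET 665/620 ratio and 620 channel; AC50 via Hill.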
* hit, by the source's call; i = inactive; u = inconclusive; x = not tested or not shown; & = joins results of further samples; [ ] = another dose, or the depositor's remark. Unless noted, calls follow the shape of the dose curve; as a rule, active = well fitted curve in the direction sought with a large enough effect; inconclusive = small, poorly fitted or top-dose-only effect, or another doubt; inactive = no such curve, though single readings can be large; an effect the other way counts as inactive or inconclusive. Potency is read from the fitted curve at half-maximal effect. This is a subset; count on the stated rates, not on these rows.

SMILES,KinaseGlo FLuc,NPSR antag,Epigenetic derep,SMN2 splice up,KDM4E inh,GoLoco inh red,RECQ1 inh,IMPase Li cell
CCNc1ccc(C(=O)OCC(=O)c2cc(C)n(Cc3ccc4c(c3)OCO4)c2C)cc1[N+](=O)[O-],-3%,15%,-0.9%,-8%[1.84 µM],-5%,1%,-7%,0%
Fc1ccc(COc2ccc(Cl)cc2/C=N/Nc2nc(N3CCCC3)nc(N3CCCC3)n2)cc1,-1%,2%[46.1 µM],-5.7%,-26%,-1%,-5%,i,15%[38.3 µM]
CCOC(=O)Cn1cc(/C=C(\C#N)C(=O)N2CCOCC2)c2ccccc21,x,-15%,-2.6%,x,-7%,-1%,-1%,x
COc1cc(/C=N/n2c(C)n[nH]c2=S)ccc1OCc1ccc(F)cc1,-1%,-11%,-0.9%,u,-13%,-3%,-6%,16%
CCOC(=O)/C(=C/Nc1ccccc1)[N+](=O)[O-],-6%,-4%[46.1 µM],2.8%,10%,0%,10%,-11%,-12%[38.3 µM]
CC(C)(C)OC(=O)NCCc1nnc(SCC(=O)Nc2cccc(Cl)c2)o1,-3%,-7%[46.1 µM],-1.2%,-5%,-4%,13%,i,-9%[38.3 µM]
CC1(O)c2ccccc2C(=O)N1CCc1ccccc1F (stereo not given),0%,-18%[46.1 µM],6.7%,-17%,7%,-2%,0%,9%[38.3 µM]
Cc1ccc(NC(=O)CN2C(=O)S/C(=C\c3ccccn3)C2=O)cc1,0%,2%,-1.9%[10.1 µM],-2%,9%,-10%,i,-6%
C=CCN(CC=C)C(=O)c1cccc(S(=O)(=O)N2c3ccccc3CC2C)c1 (stereo not given),x,-27%,1.7%,x,10%,6%,-1%,x
Cn1c(C(=O)N2CCCC(C(=O)NCc3cccs3)C2)cc2sccc21 (stereo not given),1%,-11%[46.1 µM],0.0%,-30%,u,0%,-7%,12%[38.3 µM]
COc1ccccc1OCC(=O)Nc1ccc(N2CCCCC2)cc1,7%,-11%,-1.7%,-7%,-9%,23%,i,16%
OCCN(CCO)c1nc(-c2ccccc2)nc2c1oc1ccccc12,-1%,6%,-4.3%,x,u,-2%,-2%,3%
CCN(CCCNC(=O)CCCN1C(=O)COc2ccc(C)cc21)c1cccc(C)c1,-9%,-28%[46.1 µM],0.0%,-21%,-20%,-1%,-9%,-7%[38.3 µM]
CN(C)S(=O)(=O)c1ccc(N2CCCC2)c(C(=O)Nc2ccccc2N2CCOCC2)c1,1%,-6%[46.1 µM],-0.9%,17%,-5%,5%,i,23%[38.3 µM]
O=S(=O)(Cc1ccccc1)Nc1ccc(Br)cn1,5%,-3%,0.5%,-1%,-11%,6%,i,-8%
S=c1nc(-c2csc3c2CCCC3)[nH][nH]1,0%,8%,8.5%,x,-6%,18%,8%,2%
CC(=O)c1cccc(NC(=O)CN2C(=S)NC(C)(C)CC2C)c1 (stereo not given),-5%,19%,-5.6%,-13%,-7%,3%,-2%,4%
COc1ccccc1C1CC(c2ccccc2)Nc2ncnn21 (stereo not given),-5%,-20%[46.1 µM],4.1%,-1%,7%,10%,-8%,-8%[38.3 µM]
Cc1cc2c(C)nc3ccccc3c2o1,-1%,1%[46.1 µM],-1.2%,-11%,-4%,4%,-4%,0%
COc1ccc(C(C)=O)cc1CSc1nnc(-c2ccccc2O)n1-c1ccccc1,-4%,u,-2.1%,-1%,-1%,0%,-8%,28%[38.3 µM]
O=C(NCc1ccco1)C1CCCN1C(=O)NCc1ccccc1 (stereo not given),2%,-10%[7.67 µM],-3.1%,-11%,6%,2%,-6%,3%[38.3 µM]
C#CCOCCOCCOCCNc1nc(N2CCN(C(=O)[C@H]([C@@H](C)CC)n3cc([C@@H](N)CO)nn3)CC2)nc(N2CCN(C(=O)[C@H]([C@@H](C)CC)n3cc([C@@H](N)CO)nn3)CC2)n1,x,-36%,-1.6%,x,-6%,17%,-9%,x
CNC(=S)NNC(=O)c1sccc1OCc1cccc(C(F)(F)F)c1,-4%,1%[46.1 µM],-1.2%,-12%,1%,20%,i,-3%[38.3 µM]
COC(=O)[C@@H]1C[C@@]2(O)[C@H](O)[C@H](O)[C@H](O)C[C@H]2N1Cc1cc(F)ccc1F,-4%,17%,1.6%&1.6%,7%,-1%&-10%,0%&4%,6%,-9%
CCn1cc(C(=O)O)c(=O)c2cnc(N3CCCC3)nc21,-9%,x,2.4%,-14%,-10%,8%,i,7%&4%
CCn1c(SCC(=O)c2ccccc2)nc2ccccc2c1=O,0%,-25%,0.3%[10.1 µM],-14%,u,16%,4%,20%
Fc1cc2[nH]c(=S)[nH]c2cc1Cl,x,-8%,-1.3%,x,-19%,4%,1%,x
C=CCOc1cccc(C2C(C(=O)c3ccc(C)o3)=C(O)C(=O)N2Cc2ccncc2)c1 (stereo not given),-2%,2%[46.1 µM],-1.7%,18%,u,-7%,i,11µM*
COc1ccc(C(=O)COC(=O)CCC(=O)c2cccs2)cc1,-1%,0%,-4.1%,-7%,-7%,2%,i,0%
Cc1cc(C(=O)N/N=C2\CC(=O)c3ccccc32)c(C)n1-c1ccc(F)cc1,x,-17%,1.0%,x,-2%,115%[activator],21%,x

A different layout for some results above.
Order of values: KinaseGlo FLuc, NPSR antag, Epigenetic derep, SMN2 splice up, KDM4E inh, GoLoco inh red, RECQ1 inh, IMPase Li cell
CN(C)S(=O)(=O)c1ccc(N2CCCC2)c(C(=O)Nc2ccccc2N2CCOCC2)c1
  1%, -6%[46.1 µM], -0.9%, 17%, -5%, 5%, i, 23%[38.3 µM]
O=S(=O)(Cc1ccccc1)Nc1ccc(Br)cn1
  5%, -3%, 0.5%, -1%, -11%, 6%, i, -8%
S=c1nc(-c2csc3c2CCCC3)[nH][nH]1
  0%, 8%, 8.5%, x, -6%, 18%, 8%, 2%
CC(=O)c1cccc(NC(=O)CN2C(=S)NC(C)(C)CC2C)c1 (stereo not given)
  -5%, 19%, -5.6%, -13%, -7%, 3%, -2%, 4%
COc1ccccc1C1CC(c2ccccc2)Nc2ncnn21 (stereo not given)
  -5%, -20%[46.1 µM], 4.1%, -1%, 7%, 10%, -8%, -8%[38.3 µM]

The list continues.
SMILES,KinaseGlo FLuc,NPSR antag,Epigenetic derep,SMN2 splice up,KDM4E inh,GoLoco inh red,RECQ1 inh,IMPase Li cell
CCCC(c1nnnn1Cc1cccs1)N1CCN(C)CC1 (stereo not given),-1%,1%,-1.1%,-1%,-14%,2%,i,12%
Cc1cccc(C)c1OCc1nnc(SCC(=O)Nc2nccs2)o1,0%,-15%[46.1 µM],-1.9%,-1%,u,14%,8%,15%[38.3 µM]
CCn1c(SCC(=O)Nc2ccc(N(C)C)cc2)nnc1-c1cccc(C)c1,-3%,-25%[46.1 µM],0.9%,-3%,9%,-30%,i,7%[38.3 µM]
Cc1ccc(-c2nc3ncccn3c2Nc2ccccc2C)o1,2%,-31%,0.2%,-20%,-6%,-23%,i,-2%
CCOc1ccc(NC(=O)CCC(=O)N/N=C/c2ccc([N+](=O)[O-])s2)cc1,x,7%[46.1 µM],0.1%,x,-3%,x,5%,x
CCCCOc1ccc(C(=O)N/C(=C/C=C/c2ccccc2)C(=O)NC)cc1,2%,-4%,2.0%,-3%,4%,-1%,2%,-2%
CCc1ccc(-c2cc(C(=O)NCCCn3ccnc3)c3ccccc3n2)s1,-2%,2%,-2.7%,-1%,u,0%,i,-2%
O=C(O)C1CCC(NSc2ccccc2[N+](=O)[O-])CC1 (stereo not given),x,u,-0.7%,x,-8%,-1%,0%,x
COC(=O)C1=C(C)N(Cc2ccco2)C(=O)N[C@@H]1c1cccc(C(F)(F)F)c1,-1%&0%,9%,-1.1%&4.8%,0%&-47%,-2%&1%,-7%&1%,5%&-3%,-12%&14%
O=C(c1nc(-c2ccccc2)n(-c2ccccc2)n1)N1CCN(S(=O)(=O)c2ccccc2)CC1,-2%,u,0.0%,-7%,5%,13%,i,38%[activator][38.3 µM]
C=CCc1cccc([C@@H]2[C@@H](C)CC[C@H]3C(=O)N4[C@@H](c5cc(OC)c(OC)c(OC)c5)c5[nH]c6ccccc6c5C[C@H]4C(=O)N23)c1,3%,-12%,4.9%,-12%,u,1%,-23%,-2%
CCOC(=O)C1CCCN(c2c(NCCN3CCCCC3C)c(=O)c2=O)C1 (stereo not given),4%,-4%[46.1 µM],1.5%,-3%,-6%,5%,i,27%[38.3 µM]
CCOc1cccc(-c2nnc3n2N=C(c2cc(OC)ccc2OC)CS3)c1,3%,-19%,1.0%,-66%[inhibitor],2%,10%,6%,27%
O=C(Nc1ccc(N2CCOCC2)c([N+](=O)[O-])c1)c1ccco1,0%,-11%,-2.0%,13µM*,8%,7%,i,8%
Cc1cccc(NC(=O)CSc2nc3c([nH]c4ccccc43)c(=O)n2C)c1,0%,-28%,1.5%&0.8%,-21%,-5%,-7%,i,23%
